From PubChem
FN deposition inh: fibronectin deposition inhibition. 0.086% of 350,000 active. inhibition, % at 12.6 µM. AH1F fibroblasts, Alexa488-fibronectin deposition fluorescence, overnight;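 active = mean inhibition across replicates of 30% or more, regardless of how many single replicates reach that level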;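 also: positive control wells lacked labelled fibronectin entirely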
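test system = AH1F fibroblasts assembling fluorescent fibronectin matrix | quantity = 10000 AH1F cells per well | buffer or medium = DMEM plus 2% serum, read in PBS | doses = single dose, pinned | incubation = 1 h cell attachment, overnight exposure to compound and label | detection = fluorescence at 485 nm excitation, 525 nm emission | read-out basis = inhibition from reduced deposited-fibronectin fluorescence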
esBAF inh: blocks esBAF chromatin remodeling in mouse ES cells | Bmi1-luciferase knock-in reporter, 24 h; 100% = twice the neutral-well signal | reporter increase, % at 12.5 µM | 2% of 350,000 active | AID 602393; in the data active = activation above about 40%;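 also: 0% = median of the plate's neutral control wells and 100% = double that signal; a rise in the Bmi1 reporter signal indicates esBAF inhibition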
Statin myotox sup: protects C2C12 myotubes from simvastatin toxicity | ATP luminescence, 48 h; scaled: DMSO 0, geranylgeraniol control 100 | rescue of ATP level, % at 7.49 µM | 0.78% of 330,000 active | AID 602340;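 active = mean ATP rescue above about 67%, or every replicate alone reaching that limit, limit read from the data, passing the limit was not always enough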;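 also: myotubes were challenged with 10 µM simvastatin during compound exposure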
SIRT5 block: sirtuin-5 (human) deacylase inhibition. inhibition, % at 15 µM. AID 652115. 1.1% of 330,000 active. Purified SirT5, succinyl-peptide AMC, trypsin-coupled fluorescence; in the data active = inhibition above about 15%
Target sequence (Q9NXA8 whole entry, looked up): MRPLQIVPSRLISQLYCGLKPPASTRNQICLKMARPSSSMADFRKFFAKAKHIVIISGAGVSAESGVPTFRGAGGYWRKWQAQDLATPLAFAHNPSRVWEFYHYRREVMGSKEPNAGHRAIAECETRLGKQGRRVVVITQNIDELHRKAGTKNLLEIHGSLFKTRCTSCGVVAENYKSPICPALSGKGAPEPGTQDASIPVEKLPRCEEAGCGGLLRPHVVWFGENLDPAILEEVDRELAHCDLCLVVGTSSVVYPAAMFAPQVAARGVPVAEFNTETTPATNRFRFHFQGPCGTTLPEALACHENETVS
LGR2 antag: Drosophila LGR2 receptor signaling inhibition; HEK293 LGR2, CRE-luciferase, bursicon-stimulated, 4 h; inhibition, % at 9.99 µM; 0.35% of 380,000 active; AID 720647;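 active = drop in luminescence signal, shown as inhibition above about 50% in the replicate tests, limit read from the data, passing the limit was not always enough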;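 also: agonist challenge used bursicon conditioned medium at about half maximal strength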
Casp6 inh: blocks human caspase-6 cleavage activity. purified caspase-6, Z-VEID-R110 cleavage fluorescence. inhibition, % at 12.5 µM. 0.53% of 350,000 active;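 active = mean inhibition across replicates at least about 35%, with every replicate also reaching that limit, limit read from the data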;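 also: 0% = median of neutral control wells and 100% = no fluorescence left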
Target sequence (P55212 24-179 limits assumed): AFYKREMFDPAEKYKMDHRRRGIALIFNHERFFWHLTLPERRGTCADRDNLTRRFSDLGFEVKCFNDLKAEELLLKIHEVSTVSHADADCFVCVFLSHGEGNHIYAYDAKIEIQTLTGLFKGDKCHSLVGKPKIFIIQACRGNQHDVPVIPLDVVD
Target sequence (P55212 194-293 limits assumed): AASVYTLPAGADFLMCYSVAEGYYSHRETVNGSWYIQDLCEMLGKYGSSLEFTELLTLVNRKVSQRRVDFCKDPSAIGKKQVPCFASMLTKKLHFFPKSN
S100A4 inh HTS: S100A4-myosin IIA interaction inhibition | inhibition, % at 10.7 µM | AID 652163 | S100A4/TAMRA-MyoIIA peptide fluorescence polarization | 0.14% of 360,000 active | P26447;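 active = mean inhibition of at least 70% across replicates, with every replicate also reaching that level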
Target sequence (P26447 whole entry, looked up): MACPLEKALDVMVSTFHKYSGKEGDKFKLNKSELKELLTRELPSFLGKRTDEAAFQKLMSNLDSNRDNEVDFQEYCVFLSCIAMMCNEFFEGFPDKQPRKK
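Test system: S100A4 monomer protein. Medium: HEPES buffer with Ca2+, pH 7.2. Reagent: fluorescent myosin IIA peptide, 5 nM. Compound dosing: single-point compound testing. Timing: 5 min between mix addition and reading. Benchmarks: DMSO neutral and TFP positive wells.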
An asterisk follows results filed as active; . = no result given. These rows are one share of the data; count on the stated rates, not on these rows.

compound,S100A4 inh HTS,Casp6 inh,SIRT5 block,LGR2 antag,FN deposition inh,esBAF inh,Statin myotox sup
Cc1onc(-c2c(F)cccc2Cl)c1C(=O)OCC(=O)Nc1cccc(S(=O)(=O)N(C)C)c1,-1,3,-4,16,-6,-5,-13
CC(c1ccccc1)C1CC(=O)N(Cc2ccco2)C1=O (stereo not drawn),.,.,.,.,-16,2,-2
CC(C)=CCSc1nnc([C@@H](NC(=O)OC(C)(C)C)C(C)C)o1,.,.,.,.,-2,3,-2
CCCc1nc2c3ccccc3ccn2c1Cc1ccccc1OC,-5,1,0,-40,-6,.,.
CC1Cc2cc(S(=O)(=O)CCC(=O)NCc3ccco3)ccc2N1C(=O)C1CC1 (stereo not drawn),-1,8,-3,3,11,1,-11
Cc1ccc(CCNC(=O)c2ccc(CS(=O)(=O)c3ccccc3C)o2)cc1,-1,0,0,-11,2,-4,-31
S=C(NCC1CCCO1)N1CCc2ccccc2C1 (stereo not drawn),8,-2,-2,-1,.,.,.
COc1ccc(S(=O)(=O)Nc2ccc3c(c2)C(=O)N([C@H](C)CO)C[C@H](C)[C@H](CN(C)S(=O)(=O)c2cn(C)cn2)O3)cc1,3,2,1,-2,.,-1,19
Cn1cccc1C1C(C#N)=C(N)OC2=C1C(=O)CC(C)(C)C2 (stereo not drawn),-2,2,1,6,1,-8,12
COc1ccccc1CC(=O)O/N=C(\N)c1cccc([N+](=O)[O-])c1,.,.,.,.,1,20,-15
COc1ccc(CC(=O)Nc2ccc(F)c(Cl)c2)cc1S(=O)(=O)N1CCOCC1,0,4,2,-5,8,0,9
CCCCn1c(SCC(=O)Nc2cccc(C)n2)nnc1-c1ccco1,.,.,.,.,-5,0,7
CCOC(=O)N1CCN(C(c2ccnc3ccccc23)c2nnnn2-c2ccc3c(c2)OCCO3)CC1 (stereo not drawn),0,-3,1,1,5,.,.
Cc1ccc(CN(C)CC(=O)NC(C)c2ccccc2)cc1 (stereo not drawn),10,-2,1,6,10,-7,0
NC(=O)c1ccsc1NC(=O)COC(=O)/C=C/c1ccccc1,0,4,-8,-10,3,5,-8
COc1ccc(S(=O)(=O)Nc2ccc3c(c2)C(=O)N([C@@H](C)CO)C[C@@H](C)[C@@H](CN(C)Cc2ccc4c(c2)OCO4)OCCCC[C@H](C)O3)cc1,-7,2,4,10,1,0,90*
O=C(C[C@H]1CC[C@@H]2[C@H](COC[C@@H](O)CN2C(=O)Nc2ccc(F)cc2)O1)NC1Cc2ccccc2C1,6,1,-2,13,-23,1,2
Cc1cc(=O)oc2c3c(cc(OCC(=O)N[C@@H](CC(C)C)C(=O)O)c12)OC(C)(C)CC3,-1,3,-52,2,-5,-3,2
COc1ccc(S(=O)(=O)Nc2ccc3c(c2)C(=O)N([C@@H](C)CO)C[C@H](C)[C@@H](CN(C)C(=O)Nc2ccccc2)O3)cc1,-1,1,-7,-6,.,-5,1
O=C(Nc1cc(C(F)(F)F)ccc1Cl)C(Sc1n[nH]c(=O)[nH]c1=O)c1ccccc1 (stereo not drawn),0,-1,3,14,11,.,.
COc1ccc(CN(C)S(=O)(=O)c2nnc(NC(=O)c3ccccc3OC)s2)cc1OC,16,0,-6,-20,6,-6,6
C[C@@H]1CN([C@H](C)CO)C(=O)c2cc(-c3cccc(C(=O)N(C)C)c3)cnc2O[C@@H]1CN(C)C,3,2,-1,13,-9,3,12
O=C(C[C@@H]1CC[C@@H]2[C@H](COC[C@@H](O)CN2Cc2ccccc2)O1)N[C@@H]1CCN(Cc2ccccc2)C1,-1,0,-4,-3,-2,-3,-27
O=C(CSc1cccc[n+]1[O-])Nc1cc2c(cc1Cl)C(=O)c1ccccc1C2=O,0,12,0,.,2,.,.
C#CCOCCOCCOCCNc1nc(N2CCN(C(=O)[C@H](CCCCN)n3cc(CN)nn3)CC2)nc(N2CCN(C(=O)[C@H](CCC(=O)O)n3cc([C@@H](N)CCSC)nn3)CC2)n1,2,-170,-5,-2,5,-5,9
Cc1ccc(NC(=S)N2CCOCC2)c(C)c1,.,.,.,.,0,2,-1
Cc1noc(C)c1NC(=O)Nc1ccc2c(c1)C(=O)N([C@@H](C)CO)C[C@H](C)[C@@H](CN(C)CC1CC1)OCCCC[C@H](C)O2,3,2,-3,13,.,-1,.
C[C@@H]1CN([C@H](C)CO)C(=O)Cc2cc(NS(=O)(=O)c3cccs3)ccc2O[C@H]1CN(C)Cc1ccncc1,.,.,.,-15,.,-7,2
Cc1ccc(-c2csc(C(C#N)=C(O)CN3CCN(C(=O)c4ccco4)CC3)n2)cc1,-15,4,10,-8,-5,.,.
O=C(NC[C@H]1CC[C@H]2[C@H](CN2C(=O)Cc2ccncc2)O1)C1CCOCC1,-1,1,0,.,.,.,.
CCNC(=O)n1nccc1C(C)Oc1ccc(Cl)cc1 (stereo not drawn),.,.,.,.,4,-3,26
CO[C@@H]1CN(C)C(=O)c2ccc(NC(=O)C3CC3)cc2OC[C@H](C)N(CC2CCCC2)C[C@@H]1C,5,-5,2,-5,-8,3,-7
C[C@@H]1CN([C@H](C)CO)C(=O)c2cc(NC(=O)NC3CCCCC3)ccc2O[C@H]1CN(C)C(=O)Nc1cccc2ccccc12,4,1,9,3,.,-2,17
C/C(=N\NC(=O)c1cccc(F)c1)c1ccc(NC(=O)Cc2ccccc2)cc1,1,0,-1,-27,8,.,.
C=C(C)c1cc2c(ccc3ccc(=O)oc32)o1,-4,2,0,-5,.,5,-2
Cc1occc1C(=O)NNC(=S)Nc1cccc([N+](=O)[O-])c1,0,6,-3,-31,.,25,0
CC(=O)c1c(C)[nH]c(C(=O)OC(C)C(=O)Nc2ccc(C)c(S(=O)(=O)N3CCOCC3)c2)c1C (stereo not drawn),-2,4,2,-8,-6,7,-3
COc1ccc(S(=O)(=O)N2CCCC2)cc1OC,8,-4,-1,-7,-5,-9,-2
COc1ccc(NC(=O)Nc2ccc3c(c2)C(=O)N([C@@H](C)CO)C[C@@H](C)[C@@H](CN(C)Cc2ccc4c(c2)OCO4)OCCCC[C@@H](C)O3)cc1,4,0,2,19,.,2,.
COCc1cc(N2CCOCC2)nc(-c2ccccc2)n1,5,0,0,-1,-2,-1,-7
Cc1ccc(C(=O)N/N=C\c2cccc(OC(=O)c3cccc(F)c3)c2)cn1,0,3,0,-18,4,27,-1
Cc1ccc2nc(CSc3nnc(Nc4ccccc4C)s3)cc(=O)n2c1,0,34,-3,.,-2,1,-1
c1ccc(Cn2cc(-c3ccccc3)cn2)cc1,1,3,5,-38,14,18,-7
COc1ccc(CC(=O)NCc2nnc(SCc3ccc(C)cc3)n2C)cc1,-5,-1,-1,.,3,.,.
C[C@@H]1CN([C@H](C)CO)C(=O)c2cccc(NS(=O)(=O)c3cn(C)cn3)c2O[C@H]1CN(C)S(=O)(=O)c1ccccc1,17,-1,-10,-6,.,-6,9
CCNC(=O)C[C@@H]1CC[C@@H]2[C@@H](COc3ccc(NC(C)=O)cc3C(=O)N2C)O1,-14,30,1,8,0,-3,-17
CC(C)c1ccc(N(C(=O)c2ccco2)C(C(=O)NC2CCCC2)c2cccnc2)cc1 (stereo not drawn),-3,2,-4,-13,1,9,17
Cc1cccc(N(C)S(=O)(=O)c2ccc(-c3cnc(C4CC4)o3)cc2)c1,6,3,-1,-26,-36,-11,-37
CC1CCCC(CC(N)=O)CC1 (stereo not drawn),1,-1,.,2,.,-12,4
Fc1ccc(OCCCCCn2ccnc2)cc1,2,-14,-4,15,8,-5,-8
COc1ccc(OC)c(C(c2nnnn2C2CCCC2)N2CCN(c3ccccc3)CC2)c1 (stereo not drawn),.,.,.,-4,.,-1,-4
O=C(O)c1c2c(nc3ccccc13)/C(=C/c1ccc(O)cc1)CCC2,1,3,2,-19,-14,.,.
O=Cc1cccc(OCc2cn(CC(=O)c3ccc(O)cc3)nn2)c1,5,10,2,-4,4,9,14
C[C@H]1CN([C@@H](C)CO)S(=O)(=O)c2ccc(-c3ccccc3)cc2O[C@@H]1CN(C)C(=O)C1CC1,.,.,.,1,-18,4,8
C=CCn1c(SCC(=O)NCc2ccco2)nc2sc(C)c(C)c2c1=O,0,-1,-5,-24,.,12,-56
COc1cccc(NC(=O)CN(C)C(=O)CCCc2nc3ccccc3s2)c1,2,-1,0,-18,1,10,-13
O=C(CN1CCN(c2ccccc2)CC1)Nc1nnc(-c2ccccc2)s1,.,.,.,.,2,-3,-1
CCCNC(=O)N1C[C@@H](O)COC[C@@H]2O[C@@H](CC(=O)OC)CC[C@H]21,9,5,-3,1,-4,-5,0
COc1ccc(NS(=O)(=O)c2cc(NC(=O)CC(C)(C)C)ccc2N2CCCC2)cc1,5,-2,-5,14,2,1,-8
CSc1ncc(C(=O)Nc2ccccc2F)c(-c2ccccc2)n1,-6,-1,1,-3,0,-4,4
